# p53ts 32C kill – qHTS Screen for Compounds that Selectively Target Cancer Cells with p53 Mutations: Cytotoxicity of p53ts Cells at the Permissive Temperature. 130,000 compounds, 0.93% hits. H1299-p53A138V at 32C, ATP luminescence viability, 24 h. Potency, µM (doses to about 46.1 µM), inactives show at the top dose activity change, negative = cytotoxicity, actives largely listed as cytotoxic. AID 924, 2007;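 note: 0% = DMSO and -100% = full killing by reference compound; nearly all actives have a fitted effect of over 55% in size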
#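 Viability by ATPlite luminescence after 24 h compound treatment (up to 46 uM) at the permissive 32C. Cells are H1299 carrying p53 A138V. Scale runs from DMSO basal to 100 uM tamoxifen as full kill; AC50 from Hill fits.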
# Imprint erasure – qHTS Assay for Compounds that Induce Erasure of Genomic Imprints. mouse ES Peg3-LacZ reporter, beta-gal luminescence, 40 h. Potency, µM (highest dose often 60.7 µM), inactives show at the highest dose activity change, positive = activation, hits mostly activators. 110,000 compounds, 0.02% hits. AID 1948, 2009;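 note: 0% = negative control wells on the plate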
#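 Each well holds 300 Peg3LacZ-Neo (maternal) female ES cells incubated 40 h at 37C, 5% CO2. LacZ is measured by BetaGlo luminescence, with AC50 and maximum efficacy derived from dose-response curves.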
# p53ts 39C tox – qHTS Screen for Compounds that Selectively Target Cancer Cells with p53 Mutations: Cytotoxicity of p53ts Cells at the Nonpermissive Temperature | 130,000 compounds, 1.5% hits | Potency, µM (doses to about 46.1 µM), without a hit: at the highest dose activity change, negative = cell killing, most hits filed as cytotoxic | H1299-p53A138V viability at 39C, ATP luminescence, 24 h; note: nearly all actives have a fitted effect of over 55% in size
# IkB signaling – IkB Signaling. ABC-DLBCL IkBa-CBG/CBR dual luciferase ratio, 4 h; response scale: scaled: untreated 0%, proteasome inhibitor 100%. Potency, µM (highest dose often 57.1 µM), for inactives: top-dose IkBa stabilization activation. 110,000 compounds, 0.04% hits. AID 445, 2006; active = well fitted curve in the direction sought with a large enough effect in the signal ratio, not every such curve was filed as active; inconclusive = small, poorly fitted or top-dose-only effect, or a change in a side signal; the % refers to the signal ratio;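 note: the direction sought is a rising ratio; 0% = basal untreated cells and 100% = reference inhibitor full response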
#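 Luminescence ratio of IκBα-fused green versus native red beetle luciferase in OCI-Ly3 cells, 4 h post-doxycycline with compound; red signal alone, scaled from basal (0%) to zero light (-100%), flagged nonspecific or cytotoxic effects.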
# An asterisk follows results filed as active; ? = inconclusive; · = no result given; & = joins results of further samples; [ ] = another dose, or the depositor's remark. Unless noted, calls come from the whole dose curve; as a rule, active = well fitted curve in the direction sought with a large enough effect; inconclusive = small, poorly fitted or top-dose-only effect, or another doubt; inactive = no such curve, though single readings can be large; an effect the other way counts as inactive or inconclusive. Unless noted, % is set by controls: 0 for no effect and ±100 for the full control effect; potency is the fitted concentration of half-maximal effect. Outcome played no part in choosing rows. Share with any hit: about 1.7%.
SMILES,p53ts 32C kill,Imprint erasure,p53ts 39C tox,IkB signaling
COC(=O)c1ccc(C(NC(=O)OCc2ccccc2)/C(=C/[C@@H](C)C(=O)Nc2ccccc2)c2cccnc2)cc1 (stereo partly specified),7%,-18%,2%,·
COc1ccc(/C=N/n2cnnc2SCc2ccccc2)cc1,-6%,-15%,?,0.4%
CC1=C(C(=O)OCC(C)C)C(c2ccc(F)cc2)NC(=O)N1 (stereo unspecified),-6%,-1%,10%,-0.7%
OCCCc1nc2n(n1)C(c1cccc(Cl)c1)C=C(c1ccccc1)N2 (stereo unspecified),24%,-11%[10.9 µM],8%,?
S=C1NCCc2ccccc2C1c1ccccc1 (stereo unspecified),-9%,·,71%[activator],·
Cc1cc(OCC(=O)N2CCOCC2)cc2oc(=O)c3ccccc3c12,7%,1%,-2%,1.0%
O=C(c1cnccn1)N1CCC2(CC1)CCN(c1cccc(-c3ccccc3)c1)CC2,3%,·,-2%,2.3%[11.4 µM]
O=C1C2C3C=CC(C3)C2C(=O)N1c1ncn[nH]1 (stereo unspecified),-3%,4%,8%,2.0%
OC(c1ccccc1)C1CN(Cc2ccccc2)CCC1(O)c1ccccc1 (stereo unspecified),-2%,-8%,-1%,3.5%
O=C(NC1CCCCCC1)c1ccc2c(c1)sc1nc(-c3ccccc3)cn12,2%,12%[10.9 µM],2%,?
CCc1nc(-c2cc(S(=O)(=O)N3CCN(c4ccccc4F)CC3)ccc2OC)no1,-4%,-4%[10.9 µM],-3%,1.1%
O=C(COc1ccc(Cl)cc1Cl)N1CCCCCC1,-2%,-10%,0%,-1.1%
O=C1C2C3c4ccccc4C(c4ccccc43)C2C(=O)N1CN1CCOCC1 (stereo unspecified),-4%,·,7%,0.2%
N#Cc1cc2c(nc1SCc1cccnc1)CCCCC2,4%,-8%,-3%,0.2%
Cc1ccc(CCNC(=O)CN2C(=O)COc3ccccc32)cc1,10%,-4%,5%,-0.7%
Cc1cccc(CN2C(=O)c3ccccc3Sc3ccc(C(=O)NC4CCCCC4)cc32)c1,11%,-16%[10.9 µM],35%[activator],?
Cc1cc(C(=O)CSc2nc3ccccc3c(=O)n2C)c(C)n1Cc1ccc2c(c1)OCO2,16%,-15%,-8%,4.0%
CC(=O)NS(=O)(=O)c1ccc(NC(=O)CCC2CCCC2)cc1,3%,-14%,13%,-3.9%
CCOc1cccc(C(=O)N(Cc2ccc(N(C)C)cc2)CC2CCCO2)c1 (stereo unspecified),1%,6%[10.9 µM],2%,?
COC(=O)c1cc(-c2ccc3c(c2)OCO3)nc2ccccc12,-28%,-20%,?,?
O=C(Oc1ccc(N(Cc2cccs2)C2=NS(=O)(=O)c3ccccc32)cc1)c1ccc(Cl)cc1,-10%,·,-7%,·
COc1ccccc1NC(=O)c1cc2c(=O)n(Cc3cccs3)ccc2nc1C,2%,10%[10.9 µM],-5%,2.1%
CCCCNC(=O)Cn1cnc2sc(C(=O)OCC)c(C)c2c1=O,8%,-8%,1%,-0.3%
CCc1noc(C)c1C(=O)NCCc1ccc(OC)c(OC)c1,9%,·,-1%,·
O=C(Nc1ccc(N2CCOCC2)cc1)c1ccc(S(=O)(=O)N2CCCCC2)cc1,-4%,6%,10%,2.2%
Clc1ccc(/C=C\c2nc(Cl)c(-c3ccc(Cl)cc3)c(Cl)n2)cc1,-1%[9.22 µM],4%[10.9 µM],17%[9.22 µM],2.2%[11.4 µM]
COc1ccc(C(=O)N2CCC3(CCN(Cc4ccc(C#N)cc4)CC3)CC2)cc1,-10%,·,-6%,2.1%[11.4 µM]
CCOC(=O)c1ccc(NC(=O)c2ccc(NS(C)(=O)=O)cc2)cc1,-1%,-18%,1%,1.5%
CC1CCCCC1NC(=O)CSc1nnc(-c2ccccc2)n1N (stereo unspecified),-3%,4%,8%,3.3%
CC(C)c1nnc(NC(=O)c2cccs2)s1,?,-76%[inhibitor],?,?
Cc1ccccc1CSc1cn(CC(=O)N2CCCCCC2)c2ccccc12,-12%,-23%[10.9 µM],-22%,-0.9%
Cc1ccc2c(CNCCc3ccccc3)c(C(=O)O)n(Cc3ccccc3C)c2c1,2%,13%[10.9 µM],-7%,1.5%
Cc1ccc(CNC(=O)C2CC(=O)N(c3ccc(OCC(=O)N4CCCC4)cc3)C2)cc1 (stereo unspecified),7%,·,3%,·
CCOC(=O)/C(C#N)=C\c1c(C)cc(C)c(COC(C)=O)c1C,3%,·,-1%,·
Cc1noc(C)c1COC(=O)C1COc2ccccc2O1 (stereo unspecified),0%,-12%,-5%,0.6%
Cc1ccc(OCC(=O)Nc2cccc(-c3nnc(-c4ccccc4)o3)c2)cc1,-12%,-67%[inhibitor],-22%,-1.5%

# The last four records of the part before are carried over, then new ones follow:
SMILES,p53ts 32C kill,Imprint erasure,p53ts 39C tox,IkB signaling
Cc1ccc(CNC(=O)C2CC(=O)N(c3ccc(OCC(=O)N4CCCC4)cc3)C2)cc1 (stereo unspecified),7%,·,3%,·
CCOC(=O)/C(C#N)=C\c1c(C)cc(C)c(COC(C)=O)c1C,3%,·,-1%,·
Cc1noc(C)c1COC(=O)C1COc2ccccc2O1 (stereo unspecified),0%,-12%,-5%,0.6%
Cc1ccc(OCC(=O)Nc2cccc(-c3nnc(-c4ccccc4)o3)c2)cc1,-12%,-67%[inhibitor],-22%,-1.5%
Brc1cccc(-c2nnc3n2CCC3)c1,6%,1%,1%,0.0%
COc1cc(C)c(NC(=S)Nc2cccc(Cl)c2)cc1OC,2%,·,14%,·
Cc1ccc(C(=O)C(C)OC(=O)C2CC(=O)N(C3CCCCC3)C2)cc1 (stereo unspecified),-10%,-12%,3%,1.0%
COc1cc(OC)c(NC(=O)c2noc3c2CSc2ccccc2-3)cc1Cl,3%,12%[10.9 µM],0%,?
CCCOc1ccc(C(=O)c2nc3c(n2O)CCCC3)cc1,2%,-15%,-3%,-1.5%
O=c1c2c(nc3c(-c4ccc(Cl)cc4)c[nH]n13)CCCC2,-16%,-9%,20µM*,?
Cc1occc1-c1nnc(SCC(=O)N2CCOCC2)n1CCc1ccccc1,-1%,-1%,11%,2.0%
O=C(CN1CCc2ccccc21)NC(=O)NCc1ccco1,7%,-4%,-2%,0.8%
CCC(C)Cn1c(COc2ccc(OC)cc2)nc2ccccc21 (stereo unspecified),-13%,5%[10.9 µM],-14%,?
Cc1cccc(-n2c(SCC(=O)NCc3ccco3)nnc2-c2ccco2)c1,5%,-12%,-4%,-1.1%
CC1=NCC[N@@+]1(CCc1ccccc1)Cc1ccccc1,-2%[9.22 µM],-22%[10.9 µM],-2%[9.22 µM],0.0%[11.4 µM]
CC(=O)Nc1ccccc1Sc1ccccc1,-2%,-2%,-9%,-0.1%
CCC(C(=O)NC1CCCC1)N(C(=O)Cn1nnc(-c2ccc(C)o2)n1)c1cnc2ccccc2c1 (stereo unspecified),14%,-16%,1%,0.2%
Cc1ccc(NCc2nc3ccccc3n2C)cc1,?,-3%,?,-5.5%
CCCCOC(=O)c1c(C)oc2c1cc(NS(=O)(=O)c1cc(OC)ccc1OC)c1ccccc12,-2%,-14%[10.9 µM],-12%,1.5%
COC(=O)c1ccc(NS(=O)(=O)N(C)C)cc1,-6%,-5%,0%,-0.3%
Cc1ccc(NC(=O)c2cnc(SCC(=O)N3CCCc4ccccc43)n(C)c2=O)cc1C,-9%,-6%[10.9 µM],-10%,?
Clc1ccc2nc(SCc3nnc(-c4ccccc4)o3)[nH]c2c1,4%,6%,3%,?
CCCC[C@@H]1C[C@H]1C(NC(=O)c1cccs1)c1ccccc1C(F)(F)F (stereo partly specified),0%,-19%,2%,·
COc1cccc(Cn2c(=O)c(-c3cc(F)cc(F)c3)nc3cnc(N(C)C)nc32)c1,7%,1%,-4%,0.1%[11.4 µM]
COc1cccc2sc(NC(=O)c3ccc(S(=O)(=O)N4CCC(C)CC4)cc3)nc12,8%,-6%[10.9 µM],-14%,?
COc1ccccc1-c1nnc(N(C)C(=O)C2CCCO2)s1 (stereo unspecified),2%,-7%,-5%,-0.5%
CCC(C(=O)NCc1ccc2c(c1)CCN2C(=O)c1ccc(F)cc1)c1ccccc1 (stereo unspecified),1%,-16%[10.9 µM],-31%,?
CCCOC(=O)C1=C(C)NC2=C(C(=O)CCC2)C1c1cc(OC)ccc1OC (stereo unspecified),31%[activator],-4%,-1%,-0.2%
COc1ccc2nc3c(c([Si](C)(C)C(C)(C)C)c2c1)Cn1c-3cccc1=O,13%,-20%,2%,·
CC12CN3CC(C)(CN(C1)C3c1cc3ccccc3[nH]1)C2=O (stereo unspecified),9%,·,9%,-2.6%
O=C(COC(=O)C1CCC1)NCc1ccccc1Cl,-3%,2%,2%,0.5%
CCN(Cc1ccccc1)C(=O)CCS(=O)(=O)c1ccc2c(c1)CCN2C(C)=O,0%,-9%[10.9 µM],24%,-0.7%
O=C(COc1ccc(Cl)cc1Cl)Nc1ccc2nc3n(c(=O)c2c1)CCCC3,0%,-13%,-19%,2.2%
O=C(Nc1ccc(Cl)c(-c2nc3ccccc3o2)c1)c1ccc(-c2cccc([N+](=O)[O-])c2)o1,-2%,6%[10.9 µM],3%,?
S=C(S)O[C@@H]1C[C@@H]2C[C@H]1[C@@H]1CCC[C@H]21,20%&33%,-14%,?,?
CCCNC(=O)CN(C)S(=O)(=O)c1c(C)cc(C)cc1C,-3%,·,16%,·
CCN(C(=O)CCS(=O)(=O)c1cc2c(cc1C)NC(=O)CO2)c1cccc(C)c1,-6%,5%[10.9 µM],-9%,0.0%
COc1ccc(CN2CC(C(=O)NCCN3CCN(c4ccccc4F)CC3)CC2=O)cc1 (stereo unspecified),-1%,-20%,8%,3.1%
O=C(O)[C@@H]1[C@@H]2O[C@H]([C@@H](Br)[C@H]2Br)[C@H]1C(=O)O,2%[9.22 µM],7%[10.9 µM],-13%[9.22 µM],0.9%[11.4 µM]
O=S(=O)(c1ccccc1)n1nc(-c2ccccc2)nc1NCc1ccc(Cl)cc1,11%,-7%[10.9 µM],-12%,3.0%

# 3 entries out of the list above, sorted by the number in Imprint erasure, ascending.
smiles | Imprint erasure
CCC(C(=O)NC1CCCC1)N(C(=O)Cn1nnc(-c2ccc(C)o2)n1)c1cnc2ccccc2c1 (stereo unspecified) | -16%
O=C(CN1CCc2ccccc21)NC(=O)NCc1ccco1 | -4%
O=C(COC(=O)C1CCC1)NCc1ccccc1Cl | 2%

# Among those listed so far, two have bromine:
SMILES,p53ts 32C kill,Imprint erasure,p53ts 39C tox,IkB signaling
Brc1cccc(-c2nnc3n2CCC3)c1,6%,1%,1%,0.0%
O=C(O)[C@@H]1[C@@H]2O[C@H]([C@@H](Br)[C@H]2Br)[C@H]1C(=O)O,2%[9.22 µM],7%[10.9 µM],-13%[9.22 µM],0.9%[11.4 µM]

# Continuation:
SMILES,p53ts 32C kill,Imprint erasure,p53ts 39C tox,IkB signaling
CCC(C)NC(=O)Cn1cnc2sc(C)c(S(=O)(=O)N3CCN(c4ccccc4OC)CC3)c2c1=O (stereo unspecified),3%,-7%[10.9 µM],-15%,1.8%
CCOC(=O)c1ccc(NC(=O)Cn2cc(C(=O)c3ccc(CC)cc3)c(=O)c3ccc(C)nc32)cc1,2%,-3%[10.9 µM],-13%,?
CCOc1cc2c(cc1OCC)C(C(=O)O)C(c1cc(Br)c(O)c(OC)c1)N(C)C2=O (stereo unspecified),-2%,-5%,-4%,-0.5%
O=C(CN1C(=O)CCc2cc(S(=O)(=O)N3CCOCC3)ccc21)NCc1ccc(Cl)cc1,8%,-3%[10.9 µM],-26%,2.6%
C[C@@]1(C(=O)O)CCC[C@@H]1C(=O)O,-2%[9.22 µM],-11%[10.9 µM],0%[9.22 µM],0.1%[11.4 µM]
CCOC(=O)C1=C(CN2CCOCC2)NC(=O)NC1c1cc(C)ccc1C (stereo unspecified),1%,-14%,8%,2.7%
N=c1sccn1CC(=O)Nc1ccccc1Cc1ccccc1,7%,-2%,-1%,0.6%
Cc1ccc(S(=O)(=O)N(Cc2cc3cc4c(cc3[nH]c2=O)OCCO4)CC2CCCO2)cc1 (stereo unspecified),-5%,0%,-11%,-2.9%
CC(Cc1ccc(O)c(O)c1)(NN)C(=O)O (stereo unspecified),-9%,5%,6%,·

# Assay outcomes deposited in PubChem by National Center for Advancing Translational Sciences (NCATS).
